GAA glycogen mod: qHTS Assay for Inhibitors and Activators of Human alpha-Glucosidase Cleavage of Glycogen; Lysosomal alpha-glucosidase (Homo sapiens), P10253; recombinant GAA, glycogen substrate, Amplex Red glucose oxidase fluorescence; Potency, µM (doses to about 76.4 µM), inactives show at the highest dose activity change, negative = inhibition, hits mostly inhibitors; 300,000 compounds, 0.38% hits;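 note: 0% = full enzyme reaction and -100% = no-enzyme basal signal; the screen sought inhibitors and activators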
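Recombinant human enzyme (4 nM); glycogen substrate; 37 C, 40 min, pH 5.0. Readout: coupled glucose oxidase/Amplex Red fluorescence.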
L3MBTL1 block: qHTS Assay for the Inhibitors of L3MBTL1 | Lethal(3)malignant brain tumor-like protein 1 (Homo sapiens), Q9Y468 | AlphaScreen L3MBTL1–H3K9me1 peptide binding | Potency, µM (top dose mostly 57.1 µM), inactives show at the highest dose activity, negative = inhibition, actives largely listed as inhibitors | 230,000 compounds, 0.66% hits | AID 485360, 2010; note: nearly all actives have a fitted effect of over 60% in size
Target sequence (Q9Y468 whole entry, looked up): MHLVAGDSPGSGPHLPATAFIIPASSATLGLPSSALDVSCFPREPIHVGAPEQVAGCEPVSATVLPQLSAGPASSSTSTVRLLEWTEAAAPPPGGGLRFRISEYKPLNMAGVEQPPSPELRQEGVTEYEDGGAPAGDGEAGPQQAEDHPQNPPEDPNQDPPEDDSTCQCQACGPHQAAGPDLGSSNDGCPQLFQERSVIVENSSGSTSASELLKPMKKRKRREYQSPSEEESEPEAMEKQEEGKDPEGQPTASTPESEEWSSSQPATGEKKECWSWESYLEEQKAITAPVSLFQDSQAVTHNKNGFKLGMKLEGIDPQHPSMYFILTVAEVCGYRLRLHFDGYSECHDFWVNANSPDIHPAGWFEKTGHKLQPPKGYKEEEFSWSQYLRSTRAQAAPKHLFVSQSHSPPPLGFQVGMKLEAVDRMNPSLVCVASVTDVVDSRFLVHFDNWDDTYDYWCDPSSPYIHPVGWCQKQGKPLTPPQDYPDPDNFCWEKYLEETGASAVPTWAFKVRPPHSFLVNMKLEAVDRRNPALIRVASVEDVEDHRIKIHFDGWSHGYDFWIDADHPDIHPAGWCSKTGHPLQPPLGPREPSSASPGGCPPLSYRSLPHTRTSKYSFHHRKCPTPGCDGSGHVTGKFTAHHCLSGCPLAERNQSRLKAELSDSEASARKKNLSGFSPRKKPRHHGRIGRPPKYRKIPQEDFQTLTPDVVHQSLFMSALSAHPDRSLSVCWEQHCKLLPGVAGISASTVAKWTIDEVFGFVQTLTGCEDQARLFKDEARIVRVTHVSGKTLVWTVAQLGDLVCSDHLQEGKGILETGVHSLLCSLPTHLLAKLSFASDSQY
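L3MBTL1 50 nM + b-AHA-H3(1-15)K9me1 75 nM, 30 min RT; compound added, 30 min RT; streptavidin donor/Ni-chelate acceptor beads 10 ug/mL each final, 30 min RT dark; AlphaScreen read.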
* = called active by the depositor; ? = inconclusive; [ ] = remark or other dose. Calls come from the whole dose curve; as a rule, active = well fitted curve in the direction sought with a large enough effect; inconclusive = small, poorly fitted or top-dose-only effect, or another doubt; inactive = no such curve, though single readings can be large; an effect the other way counts as inactive or inconclusive. Unless noted, % is set by controls: 0 for no effect and ±100 for the full control effect; potency is the fitted concentration of half-maximal effect. The list is partial, so the mix of outcomes need not match the whole.

Structure	GAA glycogen mod	L3MBTL1 block
COc1ccc(NC(=O)CCOc2ccc(C)cc2)c(OC)c1	-12%[76.3 µM]	4%
N#CCNC1CC(=O)N(c2ccc(F)cc2)C1=O (stereo unspecified)	-12%[76.3 µM]	0%
CCN1CCN(Cc2ccc(NC(=O)c3cc(NC(=O)c4cc(C)on4)cc(OC)c3)cc2C(F)(F)F)CC1	9%[76.3 µM]	-8%
COc1ccccc1C(=O)NC1CC(C)(C)NC(C)(C)C1	-14%[15.3 µM]	3%
Cc1ccc(SC[C@H](Cc2ccccc2)N2CC[C@@H](C)CCC2=O)cc1	8%[76.3 µM]	5%
COc1cc(OC)c(-c2nc(-c3ccncc3)no2)cc1OC	7%[76.3 µM]	-1%
CCOC(=O)Cc1csc(NS(=O)(=O)c2ccc(NC(C)=O)cc2)n1	3%[76.3 µM]	1%
Cc1nc2cc(C(=O)N3CCN(C)CC3)ccc2n1C	0%[76.3 µM]	1%
COc1cc(-c2noc(C)c2C#Cc2ccsc2)cc(OC)c1OC	-7%[76.3 µM]	11%
COc1ccc(NC(=O)C(CC(=O)O)Cc2ccc(Cl)cc2)cc1 (stereo unspecified)	-17%[76.3 µM]	-4%[2.29 µM]
Cc1cccc(N(O)C(=O)Nc2cccc(Cl)c2)c1	-6%[76.3 µM]	4%
Cc1ccc(NC(=O)c2cc(S(=O)(=O)N3CCCC3)cn2C)cc1	16%[76.3 µM]	2%
COc1ccc(OC)c(CN2CCN(CCCc3ccccc3)C(CCO)C2)c1 (stereo unspecified)	7%[76.3 µM]	-10%
O=C(O)CCC(=O)N1N=C(c2cccs2)CC1c1cccc([N+](=O)[O-])c1 (stereo unspecified)	21%[76.3 µM]	?
COc1cccc(N2CCN(C(=S)Nc3ccc(C)cc3C)CC2)c1	0%[76.3 µM]	-3%

Four compounds picked at random from the list so far:
Structure	GAA glycogen mod	L3MBTL1 block
COc1cccc(N2CCN(C(=S)Nc3ccc(C)cc3C)CC2)c1	0%[76.3 µM]	-3%
Cc1ccc(NC(=O)c2cc(S(=O)(=O)N3CCCC3)cn2C)cc1	16%[76.3 µM]	2%
N#CCNC1CC(=O)N(c2ccc(F)cc2)C1=O (stereo unspecified)	-12%[76.3 µM]	0%
COc1cc(-c2noc(C)c2C#Cc2ccsc2)cc(OC)c1OC	-7%[76.3 µM]	11%

The list continues.
Structure	GAA glycogen mod	L3MBTL1 block
O=C(/C=C/c1ccco1)NC(=S)Nc1ccccc1Br	1%[76.3 µM]	-2%
CCCn1nnnc1NCc1ccc(SC)cc1	0%[76.3 µM]	-1%
CN(C)N=Nc1ccc(S(=O)(=O)/N=C(\O)c2ccccc2)cc1	-4%[76.3 µM]	4%
CC1=C([N+](=O)[O-])C(c2ccc(Cl)cc2)NC(=O)N1C (stereo unspecified)	-7%[76.3 µM]	4%
Cc1cc(C)n(S(=O)(=O)c2ccccc2[N+](=O)[O-])n1	7%[76.3 µM]	6%
CCOc1ccccc1N=Cc1c(O)c2ccccc2oc1=O	5%[76.3 µM]	-5%[2.29 µM]
Cn1c(=O)c2ccccc2n(Cc2ccccc2Cl)c1=O	-5%[76.3 µM]	14%
COc1cccc(C(=O)Nc2nnc(S(=O)(=O)Nc3cccc(C)c3)s2)c1	19%[76.3 µM]	3%
O=C(OCc1cccc([N+](=O)[O-])c1)c1cc2ccccc2oc1=O	-4%[76.3 µM]	3%[2.29 µM]
COc1ccc(C(=O)NC2CCCN(Cc3ccccc3F)C2)c(OC)c1OC (stereo unspecified)	17%[76.3 µM]	1%
COC(=O)CN1C(=O)[C@H]2[C@@H](C3CC3)N3C(=O)CN(Cc4ccc(-c5ccccc5)cc4)C(=O)[C@@]3(Cc3ccccc3)[C@H]2C1=O	12%[76.3 µM]	-1%
CC(=O)Nc1ccc(S(=O)(=O)NC2CC2)cc1	14%[76.3 µM]	-5%[2.29 µM]
Cc1ccc(C)c(S(=O)(=O)Nc2ccc(O)c3ccccc23)c1	?	-45%
Cc1cccc(NS(=O)(=O)c2ccc3c(c2)oc(=O)n3C)c1C	10%[76.3 µM]	4%
O=C(c1cccc(F)c1F)N1CCCc2ccccc21	-6%[76.3 µM]	22%[2.29 µM]
C/C=C/c1ccc(OCCOCCNCc2ccccc2)c(OC)c1	17%[76.3 µM]	4%
CCOc1ccccc1N(CC(=O)Nc1ccc(OC)c(OC)c1)S(=O)(=O)c1ccccc1	-11%[76.3 µM]	-6%
Cc1ccc(S(=O)(=O)N(C)c2ccccc2C(=O)Nc2ccc(F)cc2F)cc1	-5%[76.3 µM]	1%
O=C1CCN(Cc2ccc(O)cc2)CCN1[C@H](CO)Cc1ccccc1	-7%[76.3 µM]	1%
C=CCn1c(C)c(/C=C/c2cc[n+](C)cc2)c2ccccc21	-13%[76.3 µM]	0%
CCOC(=O)N1CCN(C(=O)c2ccc([N+](=O)[O-])cc2Cl)CC1	-13%[76.3 µM]	-5%
COc1ccc(C(=O)Nc2nnc(CCc3ccccc3)s2)c(OC)c1	-6%[76.3 µM]	0%
CCC(=O)N(Cc1cc2cc(OC)ccc2[nH]c1=O)c1ccc(C)cc1	-6%[76.3 µM]	-1%[2.29 µM]
CCN1CCN(c2nc(-c3ccc(F)cc3)cc(=O)[nH]2)CC1	-1%[76.3 µM]	7%
O=C(NCc1ccccc1Cl)c1cc2ccccc2oc1=O	-8%[76.3 µM]	0%
COc1ccccc1N=Nc1c(C)[nH]n(-c2ccccc2)c1=O	-1%[76.3 µM]	-5%
CCCn1c(/C=C/c2cc[n+](C)cc2)nc2ccccc21	0%[76.3 µM]	5%
COc1nc(NCCc2ccc(OC)c(OC)c2)nc(Nc2ccccc2)n1	-9%[76.3 µM]	-21%
Cc1nc2cc(NC(=O)Nc3cccc([N+](=O)[O-])c3)ccc2n1C	-4%[76.3 µM]	5%[2.29 µM]
Cc1cc(OCCn2ccnc2)cc(C)c1Cl	-10%[76.3 µM]	-11%
CC(=O)N1c2ccc(S(=O)(=O)N3CCC(C(=O)NC4CCCCC4C)CC3)cc2CC1C (stereo unspecified)	-12%[76.3 µM]	-9%
Cc1c(NC(=S)NC(=O)c2cccc(Br)c2)c(=O)n(-c2ccccc2)n1C	-13%[76.3 µM]	1%
CCCc1ccc2oc(C(=O)N3CCC(COC)C3)c(C)c2c1 (stereo unspecified)	-13%[76.3 µM]	8%
CCCCC[C@H]1CN(CCCC)C(=O)[C@@H]1CC(=O)NCc1ccc(OC)cc1	-1%[76.3 µM]	-3%
COc1ccc(CNC(=O)C2(CC3CC(c4ccccc4)=NO3)CCN(C(=O)C3CCCC3)CC2)cc1 (stereo unspecified)	-6%[76.3 µM]	8%
CCOC(=O)C1CCN(Cc2ccc(OCc3ccccc3)cc2)CC1	-14%[76.3 µM]	-2%
COc1ccc(S(=O)(=O)n2cnc3ccccc32)cc1	1%[76.3 µM]	10%
CC(C)(C)Cc1nnc(NC(=O)c2ccco2)s1	-2%[76.3 µM]	5%
FC(F)(F)c1ccccc1CN1CCC(Cc2ccccc2)CC1	15%[76.3 µM]	22%
CNC(=S)N1CCC(NC(=O)C(Cc2ccc(OC)cc2)NC(C)=O)CC1 (stereo unspecified)	-4%[76.3 µM]	4%
COc1ccc(NC(=O)CN(c2ccc(OC)c(Cl)c2)S(=O)(=O)c2ccccc2)c(OC)c1	9%[76.3 µM]	-4%
COc1ccc(CCNC(=O)C(=O)NCC2OCCN2S(=O)(=O)c2ccc(OC)c(OC)c2)cc1OC (stereo unspecified)	-5%[76.3 µM]	2%
COc1cccc(C(=O)NNS(=O)(=O)c2ccc(F)cc2)c1	22%[76.3 µM]	-6%
CC(C)(C)c1ccc(C(=O)NCCOc2ccccc2)cc1	2%[76.3 µM]	-4%
Cc1ccc2c(c1)N(C(=O)CCC(=O)NCc1cccnc1)CCO2	-9%[76.3 µM]	3%
CCc1ccc(S(=O)(=O)N2CCN(C(=O)c3cccnc3)CC2)cc1	-16%[76.3 µM]	-3%
COc1cccc(CNCc2ccccc2Br)c1OC	-6%[76.3 µM]	2%[2.29 µM]
CC(=O)c1ccccc1OCCOc1ccccc1C(C)=O	1%[76.3 µM]	6%
CC(C)N1CCN(Cc2ccc(-c3ccccc3)cc2)CC1CCO (stereo unspecified)	1%[76.3 µM]	-4%
C/C(CC(=O)Nc1ccc(N(C)C)cc1)=N\NC(=O)c1ccc(Cl)cc1Cl	-7%[15.3 µM]	-7%
Cc1ccc(Nc2nc(-c3ccc(F)cc3)cs2)nc1	-1%[76.3 µM]	-2%
COc1cc(CN2CCC(Cc3ccccc3)CC2)cc([N+](=O)[O-])c1O	-5%[76.3 µM]	-22%
COc1cc(Cc2nccc3cc(OC)c(OC)cc23)c(NC(C)=O)cc1OC	-15%[76.3 µM]	25%
CC(C)(C)[C@H]1CCC(=O)N([C@H](CN=[N+]=[N-])Cc2ccccc2)CC1	14%[76.3 µM]	3%
COc1cc(-c2noc(C)c2/C=C/c2ccc(OC(C)=O)cc2)cc(OC)c1OC	5%[76.3 µM]	1%
Cc1ccc(C)c(NC(=O)C(CC(=O)O)Cc2ccccc2)c1 (stereo unspecified)	-7%[76.3 µM]	3%
Cc1cccc(N(C)c2ncnc3onc(-c4ccc(F)cc4)c23)c1C	14%[76.3 µM]	3%
CC[C@@]1(c2ccccc2C)C(=O)N(C(=O)OC)N1C(=O)OC	-6%[76.3 µM]	5%
CC(C)CNC(=S)N1CCN(c2nc(-c3ccc(Cl)cc3)cs2)CC1	0%[76.3 µM]	-3%
CCS(=O)(=O)N1CCC(NC(=O)C(Cc2cccc(OC)c2OC)NC(C)=O)CC1 (stereo unspecified)	-1%[76.3 µM]	36%[activator]

Next section:
Structure	GAA glycogen mod	L3MBTL1 block
CCOc1cc(C=O)cc(N=Nc2cccc([N+](=O)[O-])c2)c1O	-1%[76.3 µM]	-15%
CCCOC(=O)C1=C(C)N(C)C(=O)NC1c1cc2c(cc1Br)OCO2 (stereo unspecified)	-4%[76.3 µM]	-4%
CCCn1c(=O)c(C(=O)Nc2cccc(C)c2)c(O)c2ccccc21	-6%[76.3 µM]	-2%
CC(C)(C(=O)N[C@H](CO)c1ccccc1)C(=O)N[C@H](CO)c1ccccc1	-14%[76.3 µM]	-3%
CCOC(=O)c1c[nH]c2ccc3ccccc3c2c1=O	3%[76.3 µM]	-3%
CN(C)c1ccc(CNC(=O)CCS(=O)(=O)c2ccc3c(c2)n(C)c(=O)c(=O)n3C)cc1	?	?
c1ccc(NC2=NCCN2CC2CCCC2)cc1	4%[76.3 µM]	6%
COc1ccc(C(=O)NC2CC3CCCC(C2)N3Cc2ccccc2)c(OC)c1 (stereo unspecified)	-10%[76.3 µM]	1%
Cc1ccc2[nH]c(CN3CCN(C)C(CCO)C3)c(C)c2c1 (stereo unspecified)	-4%[76.3 µM]	-6%
CCOC(=O)CSc1nc(-c2cccs2)nc2c1c(=O)n(C)c(=O)n2C	-11%[76.3 µM]	-1%
COc1ccc(NC(=O)C2CCCN(S(C)(=O)=O)C2)c(OC)c1 (stereo unspecified)	2%[76.3 µM]	-5%
Cc1ccc(C(=O)NCCC(=O)N2CCCC2)cc1	-2%[76.3 µM]	1%
O=P(c1ccccc1)(c1ccccc1)c1ccc(O)cc1	3%[76.3 µM]	2%

6 of these compounds in a different format.
Screens in order – GAA glycogen mod, L3MBTL1 block
O=C(c1cccc(F)c1F)N1CCCc2ccccc21
 : -6%[76.3 µM], 22%[2.29 µM]
Cc1ccc(C(=O)NCCC(=O)N2CCCC2)cc1
 : -2%[76.3 µM], 1%
O=C1CCN(Cc2ccc(O)cc2)CCN1[C@H](CO)Cc1ccccc1
 : -7%[76.3 µM], 1%
CC(C)N1CCN(Cc2ccc(-c3ccccc3)cc2)CC1CCO (stereo unspecified)
 : 1%[76.3 µM], -4%
CC(C)(C(=O)N[C@H](CO)c1ccccc1)C(=O)N[C@H](CO)c1ccccc1
 : -14%[76.3 µM], -3%
COc1cc(Cc2nccc3cc(OC)c(OC)cc23)c(NC(C)=O)cc1OC
 : -15%[76.3 µM], 25%

Two entries from above, with values under each structure.
Every second line gives: GAA glycogen mod | L3MBTL1 block
CCOC(=O)CSc1nc(-c2cccs2)nc2c1c(=O)n(C)c(=O)n2C
    -11%[76.3 µM] | -1%
CN(C)c1ccc(CNC(=O)CCS(=O)(=O)c2ccc3c(c2)n(C)c(=O)c(=O)n3C)cc1
    ? | ?

Screens from PubChem.
